Screening data as filed in PubChem BioAssay.
Nrf2 inh: Nrf2 qHTS screen for inhibitors; Potency, µM (top dose mostly 46 µM), for inactives: top-dose activity change, negative = inhibition, usual class: inhibitors; actives 2.1% (n = 360,000); A549 ARE-Fluc reporter, luciferase luminescence, 18-24 h; also: potency is read from the fitted curve at half-maximal effect; % is scaled to controls: 0 for no effect and ±100 for the full control effect; nearly all actives have a fitted effect of over 60% in size
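A549 ARE_Fluc cells, 5000/well, 5% FBS OPTI-MEM; compounds in dose-response, 18-24 h at 37 °C/5% CO2; CellTiter-Fluor viability read (Ex 405/Em 525), then BugLite luciferase luminescence = Nrf2 activity.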
CCT chaperon mod: High-Throughput Screening for Modulators of Cytosolic Chaperonin Activity. purified chaperonin ATPase assay, HTRF ADP detection, 30 min. activity change, % (test concentration not listed), hits read low. actives 0.3% (n = 360,000); in the data active = activity change below about -30%; also: % is scaled to controls: 0 for no effect and ±100 for the full control effect
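Nucleotide hydrolysis assay: TRiC at 20–40 nM final (set by batch activity) with 10 uM ATP, 30 min at 37 °C, in presence of 76 uM compound. Detection by competitive ADP HTRF, 30 min ambient.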
Mm-Cpn inhibitor: Inhibitors of TCP-1 ring complex (TRiC) of Methanococcus maripaludis (MmCpn): qHTS; AID 504842, 2011; purified Mm-Cpn ATPase, ADP Transcreener TR-FRET; Chaperonin Mm-Cpn (Methanococcus maripaludis); Potency, µM (titrated, usually from 76.9 µM), without a hit: at the highest dose activity, negative = inhibition, actives largely listed as inhibitors; actives 0.031% (n = 330,000); also: potency is read from the fitted curve at half-maximal effect; % is scaled to controls: 0 for no effect and ±100 for the full control effect; nearly all actives have a fitted effect of over 80% in size
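ATP (10 uM final) was added to archaeal chaperonin (25 nM final) after 10 min exposure to test compound at 37°C; after 30 min further incubation, ADP was detected by competitive TR-FRET.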
pAkt inh: HTS Assay for Inhibitors of Akt Phophorylation: Primary Screen; Neuro2A IGF-stimulated pAkt S473 HTRF, 20 min; hits give low values; activity change, % for hits at 50 µM; actives 0.32% (n = 360,000); AID 651550, 2012; in the data active = activity change below about -80%; inconclusive = mostly about -51% to -80%; also: % is scaled to controls: 0 for no effect and ±100 for the full control effect
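Single-point screen (50 µM final compound) in Neuro2A cells stimulated 20 min with 6 nM IGF at 37 deg C. After lysis, Ser473-phosphorylated Akt read by HTRF (ex 330 nm, em 615/665 nm) as the 665/615 ratio.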
EPAC2 antag: qHTS for Antagonist of cAMP-regulated guanine nucleotide exchange factor 2 (EPAC2): primary screen; Potency, µM (series often up to 114 µM), inactives show top-dose activity, negative = inhibition, usual class: inhibitors; EPAC2 GEF exchange of Rap1B-BODIPY-GDP, fluorescence; Rap guanine nucleotide exchange factor 4 (Homo sapiens), Q8WZA2; actives 0.18% (n = 360,000); also: potency is read from the fitted curve at half-maximal effect; % is scaled to controls: 0 for no effect and ±100 for the full control effect; nearly all actives have a fitted effect of over 45% in size; many of its hits are not listed in these tables
Target sequence (Q8WZA2 whole entry, looked up): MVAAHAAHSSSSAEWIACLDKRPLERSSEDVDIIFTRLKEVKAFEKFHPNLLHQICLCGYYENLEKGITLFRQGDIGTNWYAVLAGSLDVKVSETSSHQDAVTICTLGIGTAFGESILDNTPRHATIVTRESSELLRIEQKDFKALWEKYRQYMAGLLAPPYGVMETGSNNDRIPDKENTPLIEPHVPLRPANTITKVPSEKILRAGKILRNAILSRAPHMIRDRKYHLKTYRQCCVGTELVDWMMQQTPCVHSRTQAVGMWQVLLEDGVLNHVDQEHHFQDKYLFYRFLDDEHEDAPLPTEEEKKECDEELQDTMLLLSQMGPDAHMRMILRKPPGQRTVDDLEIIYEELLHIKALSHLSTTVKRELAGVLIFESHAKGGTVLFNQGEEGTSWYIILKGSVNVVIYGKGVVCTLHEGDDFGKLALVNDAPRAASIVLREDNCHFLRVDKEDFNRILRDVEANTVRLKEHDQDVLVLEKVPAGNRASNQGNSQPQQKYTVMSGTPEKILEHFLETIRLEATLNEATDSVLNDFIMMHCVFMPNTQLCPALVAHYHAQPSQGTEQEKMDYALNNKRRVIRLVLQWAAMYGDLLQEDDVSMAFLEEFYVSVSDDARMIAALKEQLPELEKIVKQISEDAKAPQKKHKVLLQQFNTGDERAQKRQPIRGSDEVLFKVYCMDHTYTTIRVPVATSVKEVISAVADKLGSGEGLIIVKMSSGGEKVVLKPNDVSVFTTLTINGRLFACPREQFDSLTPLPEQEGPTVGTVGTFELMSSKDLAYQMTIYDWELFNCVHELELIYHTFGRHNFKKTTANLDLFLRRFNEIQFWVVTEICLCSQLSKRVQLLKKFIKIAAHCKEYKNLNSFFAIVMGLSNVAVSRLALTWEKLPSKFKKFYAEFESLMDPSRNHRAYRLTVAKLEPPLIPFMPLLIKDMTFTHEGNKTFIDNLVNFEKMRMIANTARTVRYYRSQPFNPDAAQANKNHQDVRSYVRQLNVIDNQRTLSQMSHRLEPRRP
TGFb SMAD3 inh: qHTS for Inhibitors of TGF-b; HepG2 CAGA-GFP TGF-b/SMAD3 reporter, GFP fluorescence, 18 h; TGF-beta stimulated, 500 pg/mL final; Potency, µM (highest dose often 46.1 µM), for inactives: at the top dose activity, negative = inhibition, most hits filed as inhibitors; actives 1.2% (n = 410,000); also: potency is read from the fitted curve at half-maximal effect; % is scaled to controls: 0 for no effect and ±100 for the full control effect; nearly all actives have a fitted effect of over 65% in size
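Inhibition of TGF-beta-driven CAGA-GFP reporter expression in HEPG2 cells is measured by cellular GFP fluorescence after 18 h stimulation with 500 pg/mL recombinant TGF-beta in 1% FBS medium at 37 degrees C.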
EPAC2 agonist: qHTS for Agonist of cAMP-regulated guanine nucleotide exchange factor 4 (EPAC2): primary screen. actives 0.079% (n = 360,000). Potency, µM (series often up to 154 µM), inactives show at the highest dose activation, most hits filed as activators. EPAC2 activation, biochemical qHTS; response scale: 100% = 6.5 mM cAMP response; also: potency is read from the fitted curve at half-maximal effect; nearly all actives have a fitted effect of over 50% in size
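Setup: EPAC2 100 nM, labeled Rap1B complex 250 nM, free GDP 50 uM. Compound titrations pinned in, brief spin, 5 min room temperature incubation. Kinetic fluorescence read over 30 min, normalized to 6.5 mM cAMP.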
Nrf2 activator: qHTS of Nrf2 Activators. actives 0.31% (n = 410,000). Potency, µM (series often up to 46.1 µM), for inactives: at the top dose activation, actives largely listed as activators. AREc32 ARE-luciferase reporter (MCF7-derived line), luminescence, 24 h. AID 624171, 2012; also: potency is read from the fitted curve at half-maximal effect; % of control where 0% means no effect; nearly all actives have a fitted effect of over 65% in size
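Luciferase luminescence (Steady-Glo, 30 min at room temperature) served as the read-out of ARE activation in AREc32 cells treated with compounds for 24 hr at 37 deg C.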
A549 tox: Nrf2 qHTS screen for inhibitors: counterscreen for cytotoxicity | actives 0.16% (n = 390,000) | A549 ARE-Fluc cells, CellTiter-Fluor viability, 18-24 h | AID 504648, 2011 | Potency, µM (highest dose often 46 µM), inactives show top-dose activity change, negative = cytotoxicity, usual class: inhibitors; also: potency is read from the fitted curve at half-maximal effect; % is scaled to controls: 0 for no effect and ±100 for the full control effect
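A549 ARE-Fluc cells in 5% FBS OPTI-MEM, 5000 cells/well, rested 2 h then exposed to compounds in concentration-response for 18-24 h at 37 °C. Viability by CellTiter-Fluor fluorescence (Ex 405/Em 525) after 30 min; luciferase luminescence (BugLite, 15 min, RT) read afterwards.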
* = called active by the depositor; i = inactive; ? = inconclusive; . = not tested or not shown; [ ] = remark or other dose. Unless noted, calls follow the shape of the dose curve; as a rule, active = well fitted curve in the direction sought with a large enough effect; inconclusive = small, poorly fitted or top-dose-only effect, or another doubt; inactive = no such curve, though single readings can be large; an effect the other way counts as inactive or inconclusive. Not all compounds are listed. The share of hits here may be higher or lower than overall.

Start of the data: the first 5 entries, ahead of the listing:
SMILES	Nrf2 inh	CCT chaperon mod	Mm-Cpn inhibitor	pAkt inh	EPAC2 antag	TGFb SMAD3 inh	EPAC2 agonist	Nrf2 activator	A549 tox
CCCCNC(=S)N(CCN(CC)CC)Cc1cc2cc3c(cc2[nH]c1=O)OCCO3	3%	-1.1	-1%	i	2%	?	6%	-0.1%	9%
Cc1ccc(S(=O)(=O)N2CCC(=O)N([C@H](COC(=O)Nc3ccccc3)Cc3ccccc3)CC2)cc1	.	-2.3	.	i	0%	.	7%	-0.5%	.
Cc1ccc(OCC(O)CN2CCC(Cc3ccccc3)CC2)c(C)c1 (configuration not stated)	0%	-1.3	-2%	i	4%	?	-2%	0.2%	-15%
CCOc1ccc(OCc2ccc(C(=O)NN=Cc3ccc[nH]3)cc2)cc1	1.8µM*	-0.6	-14%	i	10%	-20%	-2%	3.3%	?
O=C(CSc1cccs1)NCCc1ccccc1	5%	-1.7	0%	i	3%	10%	2%	0.7%	-1%

This part in full (from the top)
SMILES	Nrf2 inh	CCT chaperon mod	Mm-Cpn inhibitor	pAkt inh	EPAC2 antag	TGFb SMAD3 inh	EPAC2 agonist	Nrf2 activator	A549 tox
CCCCNC(=S)N(CCN(CC)CC)Cc1cc2cc3c(cc2[nH]c1=O)OCCO3	3%	-1.1	-1%	i	2%	?	6%	-0.1%	9%
Cc1ccc(S(=O)(=O)N2CCC(=O)N([C@H](COC(=O)Nc3ccccc3)Cc3ccccc3)CC2)cc1	.	-2.3	.	i	0%	.	7%	-0.5%	.
Cc1ccc(OCC(O)CN2CCC(Cc3ccccc3)CC2)c(C)c1 (configuration not stated)	0%	-1.3	-2%	i	4%	?	-2%	0.2%	-15%
CCOc1ccc(OCc2ccc(C(=O)NN=Cc3ccc[nH]3)cc2)cc1	1.8µM*	-0.6	-14%	i	10%	-20%	-2%	3.3%	?
O=C(CSc1cccs1)NCCc1ccccc1	5%	-1.7	0%	i	3%	10%	2%	0.7%	-1%
COc1ccc(C(=O)C2CCN(CC(=O)NCc3ccccc3)CC2)cc1	?	0.6	0%	i	1%	0%	17%	2.1%	1%
CCC(C)[C@H](NC(=O)N1CCCC1)C(=O)OC (some centres not stated)	8%	3.0	0%	i	5%	38%[activator]	9%	-0.6%	-2%
CCC(C)(C(=O)NC1CCCC1)N(CC1CCCO1)C(=O)CNC(=O)c1ccccc1 (configuration not stated)	-20%	-4.0	14%	i	-1%	17%	7%	-0.3%	-14%
CN(C)N=Nc1ccc(S(=O)(=O)NC(=O)Cc2ccccc2)cc1	-19%	-2.5	-1%	i	6%	16%	6%	-0.3%	3%
CCn1nccc1NC(=O)c1ccc2sc([C@@H]3O[C@H](CO)[C@H](O)[C@H](O)[C@H]3O)nc2c1	.	-0.6	.	i	-1%	14%	14%	-0.6%[9.22 µM]	.
COc1ccccc1CNC(=O)CCCn1c(=O)c2ccccc2n(Cc2ccc(F)cc2)c1=O	-29%	.	.	.	.	-10%	.	0.2%	-6%
Cc1cc(C)c(C)c(S(=O)(=O)N2CCSCC2)c1C	-13%	-2.6	-2%	i	-4%	-24%	18%	-0.8%	2%
CC(C)c1ccc(S(=O)(=O)c2nnn3c2nc(NCc2cccs2)c2sccc23)cc1	2%	.	.	.	.	?	.	-0.2%	2%
Cc1nn(CC(=O)OCC(=O)c2ccccc2)c(C)c1[N+](=O)[O-]	0%	-7.1	2%	i	9%	6%	-2%	-0.6%	-1%
O=C(NNC(=O)C1C2CCC(C2)C1C(=O)O)c1ccc(Cl)cc1 (configuration not stated)	?	-0.8	-4%	i	3%	0%	17%	3.1%	3%
CC(CCc1ccccc1)NCC(O)COc1ccccc1 (configuration not stated)	?	1.9	0%	i	3%	-2%	-1%	-0.8%	0%
Cc1cccc(OC(=O)c2ccc3c(=O)n4c(nc3c2)CCC4)c1	.	-1.6	.	i	1%	1%	-7%	4.7%	.
Cc1ccccc1-c1nc(CS(=O)(=O)CC(=O)NCc2ccccc2)c(C)o1	-9%	-0.8	-1%	i	-19%	-15%	-9%	-0.7%	-2%
O=C(C[C@@H]1C[C@@H]2c3cc(NS(=O)(=O)c4ccc(F)cc4)ccc3O[C@@H]2[C@H](CO)O1)N1CCc2ccccc2C1	.	-1.2	.	i	-25%	-3%	9%	-0.9%	.
CC(=O)c1ccc(S(=O)(=O)Nc2ccccc2C(=O)NC2CC2)cc1	-8%	0.0	0%	i	4%	-1%	-5%	-0.6%	-1%
CCOc1ccccc1C(=O)Nc1ccc2c(c1)C(=O)NC2=O	-2%	-4.5	-2%	i	6%	-35%	3%	2.2%	-3%
Cc1nn(CC(O)c2ccccc2)c(C)c1Br (configuration not stated)	3%	-3.8	0%	.	1%	0%	2%	2.9%	4%
CCOc1ccccc1N(CC(=O)N1CCCCCC1)S(C)(=O)=O	11%	-1.6	-1%	i	-1%	-1%	-2%	0.0%	-24%
COc1cccc(NC(=O)C(c2ccccc2)N2CCN(CC(=O)N3CCOCC3)CC2)c1 (configuration not stated)	3%	0.9	4%	i	6%	8%	11%	3.0%	14%
O=C(NCCNC(=O)c1cc(OCC(F)(F)F)ccc1OCC(F)(F)F)Nc1ccccc1	?	-0.5	0%	i	2%	3%	-9%	-0.6%	-11%
COCCCN1C(=O)c2[nH]nc(-c3ccccc3O)c2C1c1cccc(Cl)c1 (configuration not stated)	2%	-1.8	-1%	i	-3%	-14%	17%	2.5%	0%
COc1ccc(C(=O)N2CCN(c3ccc(NC(=O)Cc4ccccc4)cc3)CC2)cc1	-12%	-0.6	0%	i	14%	?	7%	-0.4%	5%
Cc1ccc(CNc2ccccc2C(=O)O)s1	1%	0.6	-1%	i	-5%	3%	1%	-0.6%	7%
C[C@H](CO)NC(=O)c1nc[nH]c1C(=O)N[C@H](C)c1ccccc1	.	-0.4	.	i	9%	7%	-3%	-0.8%	.
CN(CCCNC(=O)CCCOc1cc(=O)n(C)c2ccccc12)Cc1ccccc1	-25%	0.5	-11%	i	1%[57.1 µM]	39%[activator]	2%	28%	-5%
O=C(O)c1ccc2c(c1)C1C=CCC1C(c1cc3c(cc1Br)OCO3)N2 (configuration not stated)	?	-0.4	-1%	i	-7%	0%	-4%	4.5%	-2%
Cn1c(=O)c2sccc2n2c(CCC(=O)NCc3ccccc3)nnc12	10%[9.27 µM]	.	.	.	.	-4%	.	-0.7%	4%
CC(C)Cc1nc(Nc2ccc(S(=O)(=O)N3CCCC3)cc2)c2nnn(Cc3ccccc3)c2n1	?	0.7	-1%	i	-19%	?	12%	0.0%	-4%
COC(=O)[C@@H]1CCCN1C(=O)CCc1nnc(CCc2c[nH]c3ccccc23)o1	?	-5.5	3%	i	4%	-20%	-1%	2.9%	-2%
Cc1ccc(S(=O)(=O)N2CCC(C(=O)N[C@@H](C)C(=O)NCCc3ccccc3)CC2)cc1	?	0.5	0%	i	-6%[57.1 µM]	-16%	8%	-0.8%	17%
Cc1ccc(CNC(=O)c2cc(COc3c(F)cccc3F)on2)s1	-3%	-2.0	1%	i	1%	-2%	9%	0.0%	0%
Cc1cc(C)cc(OCC(=O)Nc2ccc(N3CCN(S(C)(=O)=O)CC3)cc2)c1	-14%	-1.0	-1%	i	-3%	8%	1%	-0.4%	-1%
Cc1cccc(NC(=O)CCn2nc(C)c3c(C)n(-c4ccccc4)nc3c2=O)c1C	-8%	.	.	.	.	0%	.	-0.5%	9%
COc1ccc(C2CC(=O)c3ccccc3O2)cc1 (configuration not stated)	?	-1.0	0%	i	?	2%	11%	8.0%	-16%
O=c1[nH]ncc2c3ccccc3n(Cc3ccccc3F)c12	-14%	2.4	0%	i	7%	5%	-5%	-0.4%	9%
c1ccc(-c2nc(-c3ccco3)cs2)nc1	?	-2.9	-10%	i	-4%	34%[activator]	5%	13µM*	1%
CCOc1ccc(NS(=O)(=O)c2ccc(OC)c(C)c2)cc1	.	-7.3	-3%	i	-9%	-17%	9%	-0.4%	0%
O=C(CSc1nnc(NC(=O)C2CC(=O)N(c3ccc(F)cc3)C2)s1)NCc1ccco1 (configuration not stated)	14%	-0.1	2%	i	-7%	29%	4%	26%	8%
CN(C)S(=O)(=O)c1cccc(COC(=O)c2cc([N+](=O)[O-])ccc2N2CCOCC2)c1	?	1.1	0%	i	-9%	4%	5%	1.0%	-16%
CCOC(=O)C1CCCN(S(=O)(=O)CCNC(=O)c2ccc(F)cc2)C1 (configuration not stated)	-8%	-2.0	-1%	i	1%	17%	10%	1.2%	0%

2 compounds from above, showing only TGFb SMAD3 inh:
Compound,TGFb SMAD3 inh
COCCCN1C(=O)c2[nH]nc(-c3ccccc3O)c2C1c1cccc(Cl)c1 (configuration not stated),-14%
COc1ccc(C(=O)N2CCN(c3ccc(NC(=O)Cc4ccccc4)cc3)CC2)cc1,?
